SR-BI HDL uptake – inhibitors of mouse SR-BI mediated HDL lipid uptake; Q61009; 320,000 compounds, 0.96% hits; ldlA[mSR-BI] CHO cells, DiI-HDL uptake fluorescence, 3 h; AID 488896; inhibition, % at 12.5 µM;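 active = mean replicate inhibition of at least 70% and a set share of replicates each scoring 70 or more; inconclusive = meets just one of the two criteria; inactive = fails both criteria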;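 also: 0% = median of neutral control wells and 100% = median of positive control wells; values of inactives mirror those of a sister screen read the other way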
Target sequence (Q61009 whole entry, looked up): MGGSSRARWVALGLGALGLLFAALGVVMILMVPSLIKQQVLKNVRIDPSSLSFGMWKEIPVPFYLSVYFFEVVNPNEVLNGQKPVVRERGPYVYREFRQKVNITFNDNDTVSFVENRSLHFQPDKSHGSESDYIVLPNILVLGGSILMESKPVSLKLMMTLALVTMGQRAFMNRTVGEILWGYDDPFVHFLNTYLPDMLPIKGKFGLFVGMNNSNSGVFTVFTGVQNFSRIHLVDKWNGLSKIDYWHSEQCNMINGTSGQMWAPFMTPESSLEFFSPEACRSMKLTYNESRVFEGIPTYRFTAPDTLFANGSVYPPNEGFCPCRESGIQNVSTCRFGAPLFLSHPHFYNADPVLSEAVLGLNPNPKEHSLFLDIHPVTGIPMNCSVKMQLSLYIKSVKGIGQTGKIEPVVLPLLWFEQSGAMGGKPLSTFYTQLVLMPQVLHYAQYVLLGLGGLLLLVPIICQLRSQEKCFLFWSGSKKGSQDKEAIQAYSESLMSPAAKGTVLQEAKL
Tat transport – E. coli Tat transport inhibition; E. coli MC4100 TorA-mCherry Tat export, fluorescence; 340,000 compounds, 0.036% hits; inhibition, % at 10 µM; AID 488895;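 active = mean replicate inhibition at least 50% and at least half of replicates individually reaching 50%; inconclusive = only one of the two criteria met; inactive = neither criterion met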;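 also: exported cargo escapes ClpAP degradation while cytoplasmic cargo is degraded and loses fluorescence; 0% = median of neutral control wells and 100% = median of NaSCN control wells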
Ecoli viability – counter-screen for AddAB inhibitors: E. coli growth inhibition; E. coli V3065 growth, OD600 absorbance, 18 h; inhibition, % at 11.9 µM; 330,000 compounds, 0.27% hits; AID 449728;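 active = inhibition above the campaign's mean inhibition across all tested compounds plus 3 SD, cut at about 9.9% in these data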;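 also: uninfected addAB+ strain grown without phage in ampicillin broth; 0% = DMSO wells and 100% = ciprofloxacin 0.95 µg/ml wells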
CAL PDZ FP-1 – inhibitors of human CAL PDZ peptide binding. purified CAL PDZ, TMR-peptide fluorescence polarization, 1 h. inhibition, % at 24.9 µM. 300,000 compounds, 0.92% hits. AID 602252;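 active = mean inhibition of at least 30% with at least half of replicates also reaching 30%; inconclusive = no clear call, values can overlap the other calls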;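 also: 0% = DMSO neutral control and 100% = excess unlabeled competitor peptide PRC23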
AddAB inh – less growth of phage-infected E. coli with AddAB. inhibition, % at 11.9 µM. 330,000 compounds, 0.29% hits. E. coli expressing H. pylori AddAB, absorbance growth; in the data active = inhibition above about 12%;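 also: 0% = vehicle wells of infected cells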
MITF TRPM1 HTS – increases MITF-driven TRPM1 promoter luciferase signal. SK-MEL-5 TRPM1-promoter luciferase, 24 h; % of positive control, neutral wells = 0. activation, % at 12.5 µM. 300,000 compounds, 0.75% hits. AID 588334;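 active = mean activation of at least 80% with every replicate also reaching 80%; inconclusive = mean reaches 80% but some replicate falls short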;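 also: 0% = neutral control wells and 100% = parthenolide positive control wells; values of inactives mirror those of a sister screen read the other way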
phage Ecoli inh – E. coli growth loss with phage present | inhibition, % at 11.9 µM | growth absorbance | 360,000 compounds, 0.26% hits; in the data active = inhibition above about 11%
Wnt bcat act – activators of Wnt/beta-catenin signaling; Wnt/beta-catenin reporter cell assay, activator, plate reader; activation, % at 9.35 µM; 300,000 compounds, 1.2% hits; in the data active = activation above about 30%, passing the limit was not always enough; inconclusive = no clear call, values can overlap the other calls;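 also: 0% = neutral control wells and 100% = positive control wells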
CAL PDZ FP-2 – inhibitors of human CAL PDZ peptide binding. purified CAL PDZ, TMR-peptide fluorescence polarization, 1 h. inhibition, % at 20 µM. 330,000 compounds, 0.02% hits. AID 504414;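 active = highest replicate inhibition of at least 40%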;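 also: plate controls were DMSO neutral control wells for no effect and unlabeled competitor peptide control wells for full effect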
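Material: tagged CAL PDZ domain; buffer or medium: 25 mM sodium phosphate pH 7.4, 150 mM NaCl, TCEP, IgG, Thesit; compound dosing: single point, 20 µM; schedule: 1 h incubation at room temperature before polarization reading; measured by: FP readout, S and P plane fluorescence; read-out basis: percent inhibition from loss of millipolarization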
SR-BI DiI-HDL act – SR-BI HDL lipid transfer activation; CHO ldlA[mSR-BI] cells, DiI-HDL uptake fluorescence, 3 h; 100 = double the neutral-control signal; activation, % at 12.5 µM; 320,000 compounds, 0.096% hits; AID 504775;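 active = mean replicate activation of at least 60% and every replicate at or above 60%; inconclusive = mean or all-replicate condition met, but not both; inactive = mean below 60% and not all replicates reaching 60%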;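 also: 0% = median plate neutral-control signal and 100% = twice that signal; values of inactives mirror those of a sister screen read the other way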
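Test system: SR-BI-overexpressing, LDLR-lacking CHO cells; Also added: labelled HDL, 10 µg/mL; Measured by: bottom-read cell fluorescence after medium removal, ex 550/em 595 nm; Timing: 3 h uptake period with compound, 37 °C; Buffer or medium: F12, 0.5% BSA, 25 mM HEPES; Doses: single compound concentration, delivered by pin transfer.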
Numbers without * were called inactive; ? = inconclusive; / = not tested or not shown; & = joins results of further samples.

SMILES	SR-BI HDL uptake	Tat transport	Ecoli viability	CAL PDZ FP-1	AddAB inh	MITF TRPM1 HTS	phage Ecoli inh	Wnt bcat act	CAL PDZ FP-2	SR-BI DiI-HDL act
COCC1CCN(C(=O)C2CCC(=O)N(Cc3cccc(F)c3)C2)CC1 (centres undefined)	-18	0	0.0	-5	-1.1	0	2.5	-1	-0.5	18
CN(NS(=O)(=O)c1cccs1)c1ncc(C(F)(F)F)cc1Cl	-16	-1	-0.2	-3	-2.3	3	1.2	-3	-0.3	16
C=CCN1C(=O)CSc2ccc(C(=O)NC(C)c3ccccc3)cc21 (centres undefined)	13	1	-2.0	-2	0.0	-5	3.2	-1	-2.4	-13
O=C(C1CC1)N1CCc2cc(S(=O)(=O)N3CCCc4ccccc43)ccc21	36	25	-2.1	2	2.9	-6	1.1	/	-1.3	-36
O=C1C(Cc2ccccc2)Nc2ncnc(N3CCOCC3)c2N1Cc1ccccc1 (centres undefined)	-16	-2	-2.1	-2	-0.4	-5	0.2&-1.8	-3&-1	-1.6	16
CCN(CC(=O)Nc1c(F)cccc1F)C(=O)Cn1c(=O)cnc2ccccc21	-16	9	-1.1	10	0.4	0	8.0	1	1.5	16
COc1ccc2c3c(c(=O)oc2c1OCC(=O)O)CCCC3	-21	3	3.5	1	6.8	1	3.6	-2	-1.2	21
CCOC(=O)C1CCCN(CCCc2ccccc2)C1 (centres undefined)	-21&14	-2&-7	0.5&1.5	-1	-0.8&1.6	0	2.7	-6&-2	-0.9&-1.3	21&-14
Cc1cc(C)n(-c2nnc(NC(C)(C)C)nn2)n1	-20	2	2.8	8	1.7	?	1.6	/	-1.0	20
C=CCNC(=O)N1c2ccccc2Sc2ccccc21	12	1	-1.3	/	-0.9	-9	-0.6	1	-0.5	-12
COc1cc(C2NC(=O)NC(C)=C2C(=O)NCc2ccccc2)c(Cl)cc1O (centres undefined)	-15	0	1.2	-1	-1.5	-9	-0.6	-3	-3.2	15
CCC(C)C(NC(=O)c1ccccc1NC(=O)c1ccc(OC)cc1)C(=O)NCCCn1ccnc1 (centres undefined)	/	2	0.9	-4	1.8	-14	1.5	-1	0.2	/
CCOC(=O)c1[nH]c(C)c(CCC(=O)O)c1C	0&5	-9&7	-1.4&-2.9	-3&0	3.6&0.2	-9&-9	-1.7&2.2	-3	0.2&0.2	0&-5
CC(OC(=O)c1cnccn1)C(=O)Nc1nc(-c2cccc([N+](=O)[O-])c2)cs1 (centres undefined)	11	-7	-2.6	-3	2.6	/	2.8	18	-0.4	-11
CCOC(=O)c1cc2c(C)n(-c3ccc(OCC)cc3)c(C)c2ccc1=O	8	6	0.3	0	0.6	/	2.5	/	-2.7	-8
Cc1ccc(NC(=O)CSc2ccc(C(N)=O)cc2[N+](=O)[O-])cc1	-1	-3	0.9	-6	1.3	3	4.1	/	-0.2	1
O=C(Nc1ncccn1)c1cccc(F)c1	-6	-3	0.5	-4	3.5	/	5.9	0	0.7	6
CCOc1ccccc1C(=O)Nc1cc(C(=O)NCCc2ccccc2)ccc1Cl	58	-13	0.0	-2	0.4	29	3.3	2	-2.7	-58
COc1ccc(CN2C(=O)CS/C2=N/N=C/c2ccccc2)cc1	/	/	1.0	/	3.5	/	0.2	5	/	/
O=C(O)CCC(=O)CCC(=O)c1ccc(Cl)cc1	-6	0	-1.2	-1	-2.1	7	0.4	0	-1.5	6
COCCN=C1Sc2nc3cc4c(cc3cc2CN1CC1CCCO1)OCO4 (centres undefined)	-7	1	1.2	-1	1.0	-1	4.8	-1	-2.7	7
CC1(c2ccccc2)O[C@@H]2C[C@H]3[C@@H]4CCC5=CC(=O)C=C[C@]5(C)[C@@]4(F)[C@@H](O)C[C@]3(C)[C@]2(C(=O)CO)O1 (some centres undefined)	16	-5	-1.3	-8	1.4	3	-1.2	16	-1.9	-16
Cc1cccc(NS(=O)(=O)c2nnc(NC(=O)C3CCCCC3)s2)c1	-1	7	1.4	/	2.9	1	2.7	1	-1.1	1
C=CCNc1nc2ccccc2nc1NS(=O)(=O)c1cccs1	-2	-1	0.1	-2	1.2	-7	0.1	/	-0.6	2
CCN(CC)S(=O)(=O)c1ccc(N2CCOCC2)c(NC(=O)c2ccc(=O)n(C)n2)c1	-11	27	1.2	1	1.1	1	1.9	-5	0.3	11
O=S(=O)(c1cccc(S(=O)(=O)N2CCC(Cc3ccccc3)CC2)c1)N1CCOCC1	-14	8	3.0	0	2.4	-7	1.9	-8	-0.6	14
O=C(C1CCCCC1)N1CCN(c2ncccn2)CC1	/	1	0.8	-1	4.3	0	1.7	/	-0.2	/
COc1ccc(C(=O)COc2ccccc2C(N)=O)cc1	13	0	-0.6	0	0.2	34	1.2	5	-2.2	-13
O=C1C2CC=CCC2C(=O)N1CC1CCCO1 (centres undefined)	-31	-3	-0.3	-3	0.8	-4	2.9	/	0.2	31
Cc1ccccc1OCc1nnc(SCC(=O)O)n1-c1cccc(Cl)c1	-2	-9	1.2	0	1.0	/	-0.2	4	-1.9	2
CCn1c(=O)c([N+](=O)[O-])c(NCC(O)c2ccccc2)c2ccccc21 (centres undefined)	12	5	3.4	-2	1.4	-3	1.0	/	-3.4	-12
CCOc1ccccc1Oc1cn[nH]c1-c1ccc(O)cc1O	33	-7	0.8	5	-0.3	-18	0.7	-4	-2.9	-33
OCc1c[nH]c2ccccc12	16	-3	0.5	7	0.6	-8	5.6	6	-0.1	-16
O=C(c1ccc(NC2=NC3CS(=O)(=O)CC3S2)cc1)N1CCN(Cc2ccccc2)CC1 (centres undefined)	-5	1	-1.2	1	-2.7	-1	13*	0	0.7	5
COCCNC(=O)C1CC(c2cccc([N+](=O)[O-])c2)=NO1 (centres undefined)	-5	-4	-0.7	1	2.3	9	1.4	1	0.5	5
COc1ccc(CN2CCN(CCC(C)C)C(CCO)C2)cc1Cn1cccn1 (centres undefined)	-19	1	-2.8	1	-2.7	-9	0.5	-3	-0.8	19
COc1ccc(NC(=O)C2CSC3c4ccccc4C(=O)N23)cc1 (centres undefined)	4	5	2.7	-1	3.6	5	2.8	0	-0.2	10
CCCOC(=O)NC(CC)COC(=O)Nc1cc(C)ccc1C (centres undefined)	30	3	-1.7	-3	0.3	5	2.4	/	-1.5	-30
N#Cc1ccccc1CN1C(=O)NC2(CCCCCC2)C1=O	1	-3	-0.4	/	-0.7	-1	2.4	-1	0.6	-1
COC(=O)CNc1ccc2c(c1)OCO2	-18	6	1.7	-2	3.2	10	2.4	/	0.5	18
Cn1nccc1C(=O)Nc1ccn(C23CC4CC(CC(C4)C2)C3)n1	-17	-12	-0.6	0	4.3	24	0.5	16	-0.8	17
COc1ccc(-n2nc(C(=O)NCC(=O)Nc3ccc(F)cc3)c3ccccc3c2=O)cc1	/	-14	0.1	-3	3.2	8	1.0	-1	-0.7	/
CC1=CS/C(=C(/C#N)C(=O)N2CCCCC2)N1c1ccccc1	-23	-1	1.5	-1	3.0	-7	3.6	/	-0.2	23
CCOc1ccc(N(CC(=O)NC2CCCC2)C(=O)Cn2nnc(-c3ccc(C)o3)n2)cc1	/	-6	/	4	/	-7	-0.7	-2	-1.2	/
O=C(O)c1cccc2c1C(=O)N(c1ccccc1)C2	1	-6	0.7	-4	1.6	-5	0.3	-1	0.8	-1
Cc1cc(C)c2cc(C(O)c3nnnn3Cc3ccccc3)c(=O)[nH]c2c1 (centres undefined)	14	-7	-0.5	-4	-0.7	5	0.3	-2	-1.0	-14
O=C(C1CCN(Cc2cc(Cl)ccc2O)CC1)N1CCN(Cc2ccccc2)CC1	-14	17	-0.8	1	-0.9	/	1.1	/	-1.4	14
Cc1ccc(Cn2ccc(=O)c(Cc3c(Cl)cccc3Cl)c2C)cc1	5	-6	1.2	-7	-1.6	-1	2.2	/	-0.7	-5
CCOC(=O)C1=C(COC(=O)CSc2ccc(C)cc2C)NC(=O)NC1C (centres undefined)	4	6	/	-2	/	1	3.7	-1	-1.6	-4
COc1cc(-c2c(-c3ccsc3)sc3ccccc23)cc(OC)c1OC	51	-24	-1.7	2	-1.7	-2	0.9	-5	-0.7	-51

Following part.
SMILES	SR-BI HDL uptake	Tat transport	Ecoli viability	CAL PDZ FP-1	AddAB inh	MITF TRPM1 HTS	phage Ecoli inh	Wnt bcat act	CAL PDZ FP-2	SR-BI DiI-HDL act
C=CC[n+]1cccc(-c2cc3ccc(C)cc3[nH]2)c1	-25	14	/	-2	/	-13	3.6	1	0.3	25
O=C(c1ccc(F)c(F)c1)N1CCC2(CC1)NCCc1[nH]cnc12	-23	17	0.3	-1	2.7	10	2.1	-1	-1.7	23
COc1ccc(/C=C/C(=O)N2CCC(C(N)=O)CC2)cc1S(=O)(=O)N1CCOCC1	-16	-12	-0.7	-2	0.6	2	4.3	0	-1.7	16
COc1ccc(NC(=O)c2cc3c(CO)cnc(C)c3oc2=Nc2cccc(C)c2)c(OC)c1	7	-7	/	-4	/	13	0.2	-2	0.0	-7
Cc1cccc(NC(=O)CNC(=O)c2sc3ccccc3c2Cl)n1	2	4	2.3	1	-1.6	19	1.0	15	-2.1	-2
COc1ccc(C2Nc3ccccc3C(=O)N2NS(=O)(=O)c2ccccc2)c(OC)c1 (centres undefined)	18	-1	1.8	-5	-1.0	9	2.2	3	-1.7	-18
O=S(=O)(NCCCc1ccccc1)c1ccc(Br)cc1	-11	10	2.6	/	2.6	-12	-0.3	-2	-1.4	11
CCS(=O)(=O)c1ccc(O)c(NC(=O)COc2ccc(C)cc2)c1	-36	-5	1.0	-1	2.4	2	3.9	/	0.2	36
CCOP(=O)(OCC)c1nc(-c2ccccc2)oc1NCc1ccccc1	-3	2	-1.6	-5	5.0	-6	-1.0	-8	-3.2	3
CCOc1ccc(N(CC(=O)NC(C(C)C)C(C)C)S(=O)(=O)c2ccc(OC)c(OC)c2)cc1	-13	20	-0.8	3	-3.0	-2	3.0	-3	-1.9	13
CC1CCCCN1Cc1nc2c(c(=O)n(C)c(=O)n2C)n1Cc1c(F)cccc1Cl (centres undefined)	-34	0	25*	/	35*	12	/	/	0.0	34
C[C@H](CO)N1C[C@H](C)[C@@H](CN(C)Cc2ccncc2)Oc2c(NS(=O)(=O)c3ccc(Cl)cc3)cccc2C1=O	-3	2	-0.9	4	1.7	14	4.5	-1	0.5	3
CCNC(=O)NC(=O)C(C)OC(=O)c1oc2ccc(OCC)cc2c1C (centres undefined)	10	-3	1.6	-2	0.3	-8	3.6	-4	-3.0	-10
Cc1ccccc1N1C(=O)C2ON(c3ccccc3)C(c3cccnc3)C2C1=O (centres undefined)	-5	-4	1.7	1	5.1	-2	2.0	1	-0.3	5
